# Source: PubChem (National Center for Advancing Translational Sciences (NCATS))
# EPAC1 ag: EPAC1 (human) agonism | O95398 | EPAC1 agonist qHTS, biochemical assay; response scale: 100% = response to 6.5 mM cAMP | actives 0.073% (n = 360,000) | Potency, µM (top dose mostly 154 µM), without a hit: at the highest dose activation, actives largely listed as activators | AID 720707; also: potency is read from the fitted curve at half-maximal effect; nearly all actives have a fitted effect of over 60% in size
#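 Nucleotide exchange assay: 100 nM EPAC1 with 250 nM Rap1B loaded with BODIPY-GDP and 50 uM GDP, room temperature. Fluorescence (480/540 nm) read every 5 min for 30 min; signal change normalized to 6.5 mM cAMP as full agonist.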
# PLK1 PBD inh: inhibitors of human PLK1 polo-box domain binding. P53350. Plk1 PBD binding of FITC phosphopeptide, fluorescence polarization. Potency, µM, for inactives: max response, negative = inhibition, usual class: inhibitors. actives 2.8% (n = 360,000). AID 720504; also: potency is read from the fitted curve at half-maximal effect; series mostly up to about 57 µM; % is scaled to controls: 0 for no effect and ±100 for the full control effect; nearly all actives have a fitted effect of over 65% in size
# Target sequence (P53350 whole entry, looked up, the tested form may be a part): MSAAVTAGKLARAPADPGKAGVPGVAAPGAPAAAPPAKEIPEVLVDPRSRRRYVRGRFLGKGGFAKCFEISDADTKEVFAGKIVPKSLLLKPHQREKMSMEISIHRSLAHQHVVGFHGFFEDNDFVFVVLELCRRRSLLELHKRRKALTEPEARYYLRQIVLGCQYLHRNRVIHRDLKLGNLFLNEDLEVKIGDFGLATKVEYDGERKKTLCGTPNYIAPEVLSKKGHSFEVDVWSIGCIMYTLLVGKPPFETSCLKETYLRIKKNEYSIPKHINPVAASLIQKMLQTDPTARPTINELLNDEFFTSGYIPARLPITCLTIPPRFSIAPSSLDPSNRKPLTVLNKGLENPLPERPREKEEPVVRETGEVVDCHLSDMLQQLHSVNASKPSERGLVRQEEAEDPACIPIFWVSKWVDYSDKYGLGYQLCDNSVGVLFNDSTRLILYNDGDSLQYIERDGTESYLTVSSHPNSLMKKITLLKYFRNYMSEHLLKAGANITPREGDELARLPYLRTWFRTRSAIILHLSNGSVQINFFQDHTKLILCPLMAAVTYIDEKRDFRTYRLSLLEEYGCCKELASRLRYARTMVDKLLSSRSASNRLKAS
# EPAC1 antagonist: antagonists of human EPAC1; O95398; EPAC1 GEF assay, Rap1b-BODIPY-GDP exchange fluorescence; Potency, µM (titrated, usually from 115 µM), for inactives: at the highest dose activity change, negative = inhibition, hits mostly inhibitors; actives 0.14% (n = 360,000); AID 720709;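 also: potency is read from the fitted curve at half-maximal effect; plate controls were vehicle for no effect and positive control for full effect; nearly all actives have a fitted effect of over 50% in size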
# Abeta yeast res: restores growth of yeast expressing A-beta42 peptide | yeast expressing A-beta42, growth rescue, OD600, 48 h; response scale: 0% DMSO, 100% iron-clioquinol control | Potency, µM (series often up to 46.1 µM), for the others: top-dose growth rescue, hits mostly activators | actives 0.063% (n = 410,000) | AID 1347071; also: potency is read from the fitted curve at half-maximal effect; nearly all actives have a fitted effect of over 55% in size
#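 Yeast growth medium received pinned compounds, then yeast cells expressing toxic A-beta were added; plates incubated at 30 C for 48 hr. Growth read as absorbance at 600 nm, normalized to DMSO and equimolar FeCl3 plus clioquinol controls.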
# PI5P4Ka inh: blocks human PI5P4K alpha kinase activity; P48426; PI5P4Kalpha enzyme, ADP-Glo luminescence, 60 min; hits give low values; max response, %; actives 1.2% (n = 330,000); active = max response of -50% or lower; inconclusive = between -30% and -50%; inactive = -30% or higher; also: value at the top dose of about 77 µM; % is scaled to controls: 0 for no effect and ±100 for the full control effect
# Target sequence (P48426 whole entry, looked up): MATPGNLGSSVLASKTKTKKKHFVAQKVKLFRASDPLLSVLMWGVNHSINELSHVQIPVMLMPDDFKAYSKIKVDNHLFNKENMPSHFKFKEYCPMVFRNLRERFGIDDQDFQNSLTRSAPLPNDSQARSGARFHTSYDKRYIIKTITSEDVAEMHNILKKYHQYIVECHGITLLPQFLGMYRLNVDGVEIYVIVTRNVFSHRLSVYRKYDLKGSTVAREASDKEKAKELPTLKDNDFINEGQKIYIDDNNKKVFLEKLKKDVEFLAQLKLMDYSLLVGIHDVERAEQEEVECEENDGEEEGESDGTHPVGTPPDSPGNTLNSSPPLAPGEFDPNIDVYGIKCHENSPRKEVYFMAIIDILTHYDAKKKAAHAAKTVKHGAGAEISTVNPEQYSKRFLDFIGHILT
#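 ADP-Glo luminescence end-point read after a 60 min room-temperature kinase reaction of PI5P4Kalpha plus substrate, initiated with ATP at 5 microM final. Buffer: 0.038 M HEPES pH 7.4, EGTA, 0.1% CHAPS, 5% DMSO.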
# IL2 activator: activators of IL-2 | IL-2 activation reporter assay, cell-based qHTS; stimulated with anti-CD3/CD4/CD28 beads; in transgenic mouse T cells | activation, % (series mostly up to about 46 µM) | actives 0.065% (n = 360,000) | AID 652025; in the data active = activation above about 50%; inconclusive = mostly about 30% to 49%; also: 0% is about no effect
#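 Readout is EGFP and DsRed signal by fluorescent plate cytometry after 18 h at 37 degrees C. Transgenic mouse T cells (750/well) received compound for 60 min before bead stimulation (anti-CD3, anti-CD4, anti-CD28); memory T cells served as non-tolerant control.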
# FUS yeast rescue: suppressors of FUS proteinopathy in yeast | S. cerevisiae FUS-expressing, growth rescue, OD600, 24 h | Potency, µM (series often up to 76.6 µM), without a hit: at the highest dose growth rescue (activation), most hits filed as activators | actives 0.24% (n = 390,000) | AID 1347120;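 also: potency is read from the fitted curve at half-maximal effect; plate controls were DMSO vehicle for no effect and reference control for full effect; nearly all actives have a fitted effect of over 55% in size; some results filed as inactive show a strong effect at the top dose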
#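 Yeast FUS proteinopathy model; galactose-induced FUS (2%), starting OD 0.005. Cpds in dilution series, 24hr, 30C, 99% humidity. Abs 600 nm growth. Pos ctrl CP55940 (top 92uM final); neg ctrl DMSO.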
# WRN inhibitor: blocks human WRN helicase. WRN helicase unwinding, fluorescent forked duplex, kinetic. AID 651768. Potency, µM (doses to about 114 µM), inactives show at the highest dose activity change, negative = inhibition, most hits filed as inhibitors. Q14191. actives 0.46% (n = 360,000); also: potency is read from the fitted curve at half-maximal effect; % is scaled to controls: 0 for no effect and ±100 for the full control effect; nearly all actives have a fitted effect of over 55% in size
#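 WRN at 20 nM final was preincubated with compound for 15 min at room temperature; reaction started with 100 nM forked duplex oligonucleotide carrying fluorophore and quencher plus 2 mM ATP (final). Unwinding followed kinetically by red fluorescence (ex 525/em 598 nm).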
# An asterisk follows results filed as active; ? = inconclusive; . = no result given; & = joins results of further samples; [ ] = another dose, or the depositor's remark. Unless noted, calls follow the shape of the dose curve; as a rule, active = well fitted curve in the direction sought with a large enough effect; inconclusive = small, poorly fitted or top-dose-only effect, or another doubt; inactive = no such curve, though single readings can be large; an effect the other way counts as inactive or inconclusive.
SMILES,EPAC1 ag,PLK1 PBD inh,EPAC1 antagonist,Abeta yeast res,PI5P4Ka inh,IL2 activator,FUS yeast rescue,WRN inhibitor
O=C(CSC(=S)N1CCCC1)N1CCN(S(=O)(=O)c2ccccc2F)CC1,-7%,-6%,5%,6%,-2,-1.1,-4%,-1%
O=C(NC1CCCc2ccccc21)C1CCCC1 (stereo not given),14%,-9%,-4%,-6%,-5,-0.6,10%,-2%
CCN1CCN(CCCNC(=O)Cn2nc(C)n3nc(-c4ccccc4)cc3c2=O)CC1,18%,?,-16%,-3%,1,-1.1,8%,3%
CS(=O)(=O)N(CC(=O)Nc1ccccc1Sc1ccccc1)c1ccc(F)cc1,13%,-8%,-28%,-5%,-2,-0.7,26%,-5%
COc1ccc(CCNC(=O)CC2Oc3ccc(Cl)cc3NC2=O)cc1OC (stereo not given),-2%,-6%,-29%,2%,4,-1.3,1%,-1%
Cc1onc(-c2ccc(Cl)cc2)c1-c1ccnn1S(=O)(=O)c1ccc(Cl)cc1,5%,2%,0%,9%,7,-1.2,-1%,-8%
Cc1ccc(N2C(=O)C(Cl)=C(N3CCN(C)CC3)C2=O)c(C)c1,-6%,-29%,-11%,-3%,8,-0.5,8%,-16%
Cc1cc(C)nc(SC(C(=O)O)c2ccccc2)n1 (stereo not given),-3%,?,-7%,-9%,1,-3.9,7%,-8%
Cc1ccccc1CNC(=O)c1ccc2nc(N3CCOCC3)sc2c1,-11%,-14%,-15%,4%,7,-2.2,-2%,-9%
COc1cc(/C=C/c2cc(C(F)(F)F)[nH]c(=O)n2)cc(OC)c1OC,-15%,-24%,?,-13%,-14,-1.8,27%,?
CC(C)NC(=O)/C(C#N)=C/c1cccc(NC(=O)c2ccccc2Cl)c1,11%,?,15%,?,-22,-1.0,38%,-35%[57.1 µM]
CCCCNC(=O)Cn1nc([N+](=O)[O-])c([N+](=O)[O-])c1C,-6%,9%,3%,10%,-3,-0.2,.,-2%
COc1ccc(NS(=O)(=O)c2cccc(C(=O)NCCCN3CCOCC3)c2)cc1,-5%,3%,-8%,10%,-2,-1.8,3%,-7%
O=c1oc2ccc(Cl)cc2nc1/C=C(\O)c1ccco1,-3%,62%[activator],-13%,1%,-6,-2.3,14%,?
NS(=O)(=O)c1cccc(NC(=O)C(Cc2ccccc2)NC(=O)c2ccccc2)c1 (stereo not given),7%,-14%,3%,10%,-25,-2.0,-2%,2%
Cc1cc(C)nc(SCCn2c(N(C)Cc3ccccc3)nc3c2c(=O)n(C)c(=O)n3C)n1,-3%,0%,-9%,11%,.,11,8%,13%
O=C(C[C@H]1C(=O)N(c2ccccc2)C[C@@H]1Cc1ccccc1)Nc1ccc(Br)cc1,4%,-14%,-10%,4%,-3,-2.2,34%,-10%
CCOc1ccc2ccccc2c1C(=O)N1CCOCC1,0%,-2%,10%,-4%,.,0.9,3%,4%
O=C(CSc1nnc2c(Cl)cc(C(F)(F)F)cn12)N(Cc1ccccc1)Cc1ccccc1,4%,-8%,2%,21%,-3,-2.1,56%,-5%
O=C(Cn1ncc2c(=O)oc3ccccc3c21)NCC1CCCO1 (stereo not given),-1%,-1%,18%,-14%,-6,-2.8,-7%,4%
NS(=O)(=O)c1cc2c(cc1Cl)NC(C(Cl)Cl)NS2(=O)=O (stereo not given),-7%,-2%,-16%,7%,5,-0.1,-34%,-4%
CCCNC(=O)Cc1cc(=O)[nH]c(=O)[nH]1,1%,-3%,1%,-17%,-2,-2.4,-16%,0%
Cc1nnc2sc(SCC(=O)Nc3ccc(Br)cc3)nn2c1=O,-8%,1%,-1%,4%,-5,-1.3,1%,3%
O=C(CSCc1ccc(Cl)cc1)NN=C1CCCC1,-4%,4%,1%,5%,-6,-3.2,.,1%
COC(=O)CCC(=O)Nc1sc(C)c(C)c1C(N)=O,-2%,4.7µM*,7%,0%,-27,-0.4,0%,-9%

# Next section.
SMILES,EPAC1 ag,PLK1 PBD inh,EPAC1 antagonist,Abeta yeast res,PI5P4Ka inh,IL2 activator,FUS yeast rescue,WRN inhibitor
CCC1CCC(C(=O)NC(C(=O)NCCc2ccc(S(N)(=O)=O)cc2)C(C)C)CC1 (stereo not given),-23%,-3%,27%,-5%,-13,0.5,-18%,-6%
CC1(C)Cc2c(sc(NC(=O)COc3ccc(Cl)cc3)c2C#N)C(C)(C)N1,-7%,-5%,-6%,-36%,-4,0.8,15%,2%
Cc1cc(C)n(C(=O)CNC(=O)c2ccc(C(C)(C)C)cc2)n1,-5%,-2%,-11%,-7%,19,0.9,-27%,-3%
O=C1NC(=O)/C(=C\c2ccccc2OCc2ccc([N+](=O)[O-])cc2)N1,7%,24µM*,-10%,-10%,-29,-4.4,9%,-3%
O=C(NCc1ccc2c(c1)OCO2)NC12CC3CC(CC(C3)C1)C2,8%,-13%,-7%,?,2,-0.5,10%,-6%
Cc1ccsc1/C=N/NC(=O)Cn1cnc2ccccc21,10%,-7%,7%,-1%,1,0.7,4%,-1%
O=C(NCc1cccnc1)c1nn2cccnc2c1Cl,5%,-3%,-16%,13%,-2,0.7,-23%,-5%
O=C(CSc1nnc(-c2ccncc2)o1)Nc1cccc(Cl)c1,3%,-10%,0%,-11%,4,0.8,.,-23%
Cc1onc(-c2ccc(Cl)cc2)c1-c1ccnc(SCC(=O)Nc2cc(Cl)cc(Cl)c2)n1,11%,-5%,?,4%,11,-0.5,21%,-3%
COCCCn1c(-c2ccsc2)nc2c1c(=O)[nH]c(=O)n2Cc1ccccc1,-3%,-3%,-2%,1%,-7,6.7,26%,-8%
CCOC(=O)c1ccc(Nc2ncnc3ccc(C)cc23)cc1,-7%,-6%,0%,-9%,-11,-0.4,4%,-24%[57.1 µM]
Oc1oc(-c2ccccc2)nc1C=Nc1cccc2ccccc12,?,-21%,13%,0%,.,-1.7,11%,-12%
COCCNC(=O)CSc1cc(-c2ccccc2)c2ccc(OC)cc2n1,16%,-14%,-1%,6%,8,-0.2,?,-11%
CCOc1cccc(N(C(=O)C2COc3ccccc3O2)C(C(=O)NC2CCCCC2)c2ccc(O)cc2)c1 (stereo not given),-13%,-7%,-1%,-18%,4,-1.9,?,-33%[57.1 µM]
CC(C)(C)C(=O)O/N=C(\N)c1ccc(Br)cc1,3%,-2%,-12%,-6%,3,-3.4,-17%,-5%
CCC1([N+](=O)[O-])COC(C=Cc2ccccc2)OC1 (stereo not given),-10%,2%,1%,8%,0,-0.5,-7%,3%
COc1ccc(CNC(=O)COC(=O)c2ccc3c(c2)OCCO3)cc1,15%,-2%,-20%,21%,8,-0.5,9%,4%
Cc1c(C(N)=O)cc([N+](=O)[O-])cc1[N+](=O)[O-],1%,-13%,-10%,-10%,6,-0.2,7%,-26%
Cc1cc(OC(=O)C(c2ccccc2)c2ccccc2)c([N+](=O)[O-])c(=O)[nH]1,-2%,-2%,5%,27%,1,2.8,-8%,-7%
COc1ccc(N2C(=O)C(Cl)=C(N3CCOCC3)C2=O)cc1,-14%,0%,-2%,-3%,0,-2.7,0%,8%
NNC(=O)/C(=N/Nc1ccccc1)S(=O)(=O)c1ccc(Cl)cc1,8%,-4%,-17%,23%,2,3.3,?,-8%
O=C(O)c1cc(O)ccc1N=Nc1ccccc1,2%,-1%,-19%,11%,-8,0.5,-2%,6%
CCOC(=O)C(=O)N(C)c1c(CC)nc2c(OCc3ccc(OC)cc3)cccn12,-9%,-4%,-12%,-13%,0,0.0,-2%,-5%
Oc1c(C(Nc2nc3ccccc3s2)c2ccco2)ccc2cccnc12 (stereo not given),20%,-12%,-18%,6%,2,-0.4,.,1%
Cc1ccc(S(=O)(=O)Nc2ccccc2C(=O)N2CCCCC2)cc1,7%,-6%,2%,-2%,6,2.8,21%,2%

# (further entries)
SMILES,EPAC1 ag,PLK1 PBD inh,EPAC1 antagonist,Abeta yeast res,PI5P4Ka inh,IL2 activator,FUS yeast rescue,WRN inhibitor
Cc1ccc(NC(=O)C2CCCN2C(=O)NC2CCCCC2)cc1C (stereo not given),12%,-1%,19%,-3%,-2,0.8,-35%,-5%
CC(C)Cc1ccc(-c2cc3nc(NCc4cccc(Cl)c4)ccn3n2)cc1,-7%,0%,-16%,-9%,47,-1.0,-4%,-14%
COc1ccc(C(=O)N2CCN(S(=O)(=O)c3ccc4c(c3)OCCO4)CC2)cc1,16%,-5%,-2%,-2%,-8,-0.7,-10%,8%
Cc1cc(C(=O)CSc2nc(N)cc(N)n2)c(C)n1-c1cccc(C(F)(F)F)c1,-26%,-6%,-18%,-2%,?,-1.5,?,-6%
CCOC(=O)[C@H]1[C@H]2COc3ccc(C)cc3[C@@H]2N2C(=O)c3cc(F)c(F)cc3NC(=O)[C@@]12C,3%,-9%,-10%,24%,1,-1.2,3%,3%
CCNC(=O)/C(C#N)=C/c1c(N2CCN(c3ccc(OC)cc3)CC2)nc2c(C)cccn2c1=O,10%,24µM*,-5%,-12%,-28,-0.6,45%,?
CC(=O)c1cc2c(cc1N/C(=N/S(=O)(=O)c1ccc(Br)cc1)c1ccccc1)OCO2,-3%,8%,-5%,3%&7%,-2,-0.5,-2%&3%,-9%
Cc1cc(C(=O)N(C2CCCCC2)C2CCCCC2)no1,10%,-12%,-14%,7%,.,-2.4,17%,0%
COc1cc(CNC(=O)c2ccc3oc(C(C)C)nc3c2)cc(OC)c1,-3%,-10%,-7%,-9%,9,-1.8,15%,-7%
CN(C=[N+](C)C)c1cccc2c1C(=O)c1ccccc1C2=O,-2%,-22%,-16%,-33%,-1,-0.5,.,-31%
COc1ccc(Cl)cc1NC(=O)CSc1nnc(COc2ccccc2)n1N,9%,-10%,-2%,-6%,1,3.3,9%,0%
CCOc1ccc(-c2nc[nH]c2[N+](=O)[O-])cc1,0%,-8%,-13%,7%,-1,-1.1,31%,-11%
COc1ccc(-c2ccc(-c3nnc(Cc4ccc(OC)c(OC)c4)o3)cc2)cc1,18%,-4%,-11%,9%,.,-0.6,22%,3%

# An excerpt from above in order of their number in EPAC1 antagonist, rising.
Compound	EPAC1 antagonist
CCOC(=O)[C@H]1[C@H]2COc3ccc(C)cc3[C@@H]2N2C(=O)c3cc(F)c(F)cc3NC(=O)[C@@]12C	-10%
COc1cc(CNC(=O)c2ccc3oc(C(C)C)nc3c2)cc(OC)c1	-7%
COc1ccc(Cl)cc1NC(=O)CSc1nnc(COc2ccccc2)n1N	-2%

# An unsorted share of the library. Share with any hit: about 4.1%.
